STAT3 act: increases IL-6 driven STAT3 reporter signal. U3A cells, IL-6 STAT3-luciferase reporter, luminescence; 100% = signal with IL-6 EC80 alone. activation (% of control), % at 5.6 µM. 0.91% of 190,000 active. AID 871;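 active = activation above the screen-wide mean of compound activation plus 3 SD, cut at about 130% in these data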;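 note: 0% = background luminescence of wells with medium and substrate only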
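System – human U3A cells carrying STAT3-luciferase construct · Probe or stimulus – Interleukin-6, 33 ng/mL · Schedule – compound 1 h, then IL-6 6 h at 37 °C · Signal – luminescence from STAT3-driven luciferase reporter · Evaluation – percent of IL-6-only median luminescence · Benchmarks – IL-6-only high control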
FLuc act counter: firefly luciferase counter-screen for stimulation assays; P08659; ATPlite luciferase biochemical, luminescence, 10 min; 0 = ATP-free wells, 1 = DMSO control; activation factor at 10 µM; 200,000 tested, under 10 active; AID 1027;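 active = luciferase activation factor, scaled between plate controls, of at least 2 with compound at 10 µM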
Target sequence (P08659 whole entry, looked up): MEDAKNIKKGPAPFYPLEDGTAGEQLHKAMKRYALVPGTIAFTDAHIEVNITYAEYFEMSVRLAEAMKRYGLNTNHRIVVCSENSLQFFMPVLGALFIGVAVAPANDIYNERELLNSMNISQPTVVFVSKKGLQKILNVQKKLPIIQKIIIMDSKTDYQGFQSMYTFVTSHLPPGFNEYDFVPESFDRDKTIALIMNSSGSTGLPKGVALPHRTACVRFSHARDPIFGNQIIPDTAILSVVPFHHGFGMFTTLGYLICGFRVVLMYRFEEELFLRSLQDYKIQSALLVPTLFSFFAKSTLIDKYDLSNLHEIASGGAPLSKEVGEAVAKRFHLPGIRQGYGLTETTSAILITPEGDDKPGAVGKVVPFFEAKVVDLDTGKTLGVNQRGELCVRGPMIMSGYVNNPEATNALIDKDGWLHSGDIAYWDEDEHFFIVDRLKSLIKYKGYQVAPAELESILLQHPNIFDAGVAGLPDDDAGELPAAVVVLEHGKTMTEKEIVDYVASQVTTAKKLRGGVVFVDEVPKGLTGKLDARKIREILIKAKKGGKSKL
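System: luciferase plus luciferin reagent, cell-free; medium: PBS as buffer for the ATP substrate; dosing: test compounds dosed from 2 mM stocks in 100% DMSO; timing: 10 min post-reagent at room temperature; measured by: luminescence measurement of luciferase light output; evaluation: luciferase activation, seen as luminescence increase over controls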
STAT1 blocker: reduces IFN-gamma driven STAT1 reporter signal; NIH 3T3 STAT1-luciferase reporter, luminescence; inhibition, % at 5.5 µM; 0.35% of 200,000 active;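 active = inhibition above a set limit, the mean inhibition across all tested compounds plus 3 SD, cut at about 34% in these data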;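 note: 0% = IFN-gamma with DMSO and 100% = IFN-gamma with 300 µM nifuroxazide; values of inactives mirror those of a sister screen read the other way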
APP transl inh: APP translation inhibition | 0.82% of 190,000 active | SH-SY5Y APP 5'UTR-luciferase reporter, luminescence | AID 1285 | inhibition, % at 2 µM;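 active = inhibition above a set limit, derived from the sample mean plus 3 SD, cut at about 45% in these data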; note: values of inactives mirror those of a sister screen read the other way
STAT3 inh: reduces IL-6 driven STAT3 reporter signal. inhibition, % at 5.5 µM. AID 862. 0.89% of 190,000 active. U3A cells, IL-6 STAT3-luciferase reporter, luminescence; host cell line lacks STAT1;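 active = inhibition above the mean inhibition across all screened compounds plus 3 SD, cut at about 44% in these data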;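 note: 0% = DMSO only wells and 100% = 100 µM nifuroxazide control wells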
ROMK primary: modulators of human ROMK potassium channel | AID 1918 | 2% of 130,000 active | B-score at 10 µM | Tet-inducible ROMK, thallium flux fluorescence; actives lie on both sides;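 active = signal ratio slope over the read window, or its plate-corrected B-score, at least 3 SD from the plate mean, either direction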;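 note: B-score of the F/F0 ratio slope over 7 to 12 s after thallium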
Target sequence (P48048 whole entry, looked up): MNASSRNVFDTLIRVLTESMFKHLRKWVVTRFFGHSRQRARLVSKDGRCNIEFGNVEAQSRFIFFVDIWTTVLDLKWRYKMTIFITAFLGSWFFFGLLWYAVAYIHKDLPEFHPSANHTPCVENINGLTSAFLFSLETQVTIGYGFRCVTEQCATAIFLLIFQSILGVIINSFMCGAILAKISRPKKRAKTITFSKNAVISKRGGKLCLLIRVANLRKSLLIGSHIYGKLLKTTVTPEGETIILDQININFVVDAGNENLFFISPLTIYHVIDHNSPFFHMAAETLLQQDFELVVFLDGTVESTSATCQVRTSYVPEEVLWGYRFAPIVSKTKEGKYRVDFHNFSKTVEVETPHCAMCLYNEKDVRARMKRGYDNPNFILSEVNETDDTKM
FLuc inh counter: inhibits firefly luciferase, flagging false hits in luciferase inhibition screens; ATPLite firefly luciferase biochemical luminescence, 10 min; inhibition, % at 10 µM; 1.5% of 200,000 active; AID 1006;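 active = inhibition above about 50% when tested at 10 µM, limit read from the data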
NF-kB neuron act: compounds increasing NF-kB expression in human neuronal cells. NF-kB reporter expression; stronger effect = higher value. fold change at 12.5 µM. 1.6% of 190,000 active; in the data active = fold change above about 3.3
APP 5'UTR act: APP 5'UTR luciferase reporter activation; activation, % at 2 µM; AID 1276; SH-SY5Y APP 5'UTR luciferase reporter, luminescence; zero percent = DMSO vehicle wells; 1% of 190,000 active;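 active = activation above a set limit, based on mean plus 3 SD of controls, cut at about 140% in these data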; note: values of inactives mirror those of a sister screen read the other way
STAT1 activator: STAT1 signaling activation; 2.6% of 200,000 active; AID 932; NIH 3T3 STAT1-luciferase reporter, IFN-gamma, luminescence; 100% = IFN-gamma alone, no compound; activation (% of control), % at 5.5 µM;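 active = activation above the screen-wide mean activation plus 3 SD, cut at about 130% in these data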;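 note: raw ratio to IFN-gamma control signal so 100% means no change and 0% no light; values of inactives mirror those of a sister screen read the other way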
The depositor's hits bear a star; . = no result given.

SMILES	STAT3 act	FLuc act counter	STAT1 blocker	APP transl inh	STAT3 inh	ROMK primary	FLuc inh counter	NF-kB neuron act	APP 5'UTR act	STAT1 activator
COc1ccc(NCc2nnc(SCC(=O)c3ccc(C)cc3)o2)cc1	97	1.1	-2	-1	10	.	-8	1.3	1	102
CCCN(CCC)c1ccc(/C=N/NC(=O)CN2CCOCC2)cc1	109	1	-2	6	-8	0.032	-4	1	-6	101
COc1ccc(NC(=O)c2ccc(C(=O)Nc3ccc(OC)cc3OC)cc2)c(OC)c1	98	1	2	-17	13	-0.33	-4	1.1	17	98
CC(C)(C)C(=O)Nc1ccc(C(=O)NCc2cccnc2)cc1	92	1	3	5	9	0.011	4	1.3	-5	93
COC(=O)CN=Cc1c(O)n(-c2ccc(Cl)cn2)c(=O)c2ccccc12	90	1	10	-12	14	-0.016	0	0.99	12	88
CCCCOc1cccc(C(=O)NC(=S)Nc2cccc(C(F)(F)F)c2)c1	100	1	6	8	-1	.	-2	0.88	-7	95
Nc1nc2ccc(S(=O)(=O)c3ccc4nc(N)sc4c3)cc2s1	101	0.9	-5	-2	8	.	12	0.94	1	104
CN(C(=O)COC(=O)CNC(=O)c1ccccc1Cl)c1ccccc1	100	1	3	-38	9	0.047	0	1.3	38	98
Cc1nc2ccc(NS(=O)(=O)c3c(C)c(C)cc(C)c3C)cc2s1	86	1	7	-16	17	1.6	-2	0.88	16	94
Cc1ccc(-n2c(N)c(C(=O)N3CCOCC3)sc2=S)cc1	105	1	-9	15	-4	.	0	1.8	-15	108
COC(=O)CSc1ccsc1C(=O)O	96	0.9	-6	-2	8	.	7	1.1	2	105
COc1ccc(C2=C(Nc3ccc(F)cc3)c3ccccc3C2=O)cc1	94	1	9	-12	14	-0.32	1	0.9	12	92
COc1cccc(N2CCN(C(=S)NCc3ccco3)CC2)c1	93	1.1	9	5	18	.	-5	1	-5	92
O=C(Nc1ccc(Cl)cc1)OCc1ccccn1	98	0.9	-42	-71	4	.	9	2.6	71	144*
COc1cc(/C(C#N)=C/c2cccc3ccccc23)c([N+](=O)[O-])cc1OC	99	1.1	-4	-16	5	2	-9	1.3	16	104
CCCS(=O)(=O)N1CCC(C(=O)NCc2ccc3c(c2)OCO3)CC1	101	1.1	-9	-2	8	1.1	-5	1.2	2	108
COc1cc(CN2CCN(C(=O)c3ccc(-c4ccccc4)cc3)CC2)cc(OC)c1OC	97	1.1	5	2	9	0.029	-8	0.8	-2	95
CCn1c(COc2ccccc2OC)nnc1SCC#N	84	1	2	-1	22	0.27	0	1	1	98
COc1ccc(NC(=O)c2ccc(-n3cncn3)c([N+](=O)[O-])c2)cc1	86	0.9	-13	11	20	-0.11	5	0.82	-11	110
O=C(N/N=C/c1ccc(Cl)cc1)c1nc2ccc([N+](=O)[O-])cc2c(=O)[nH]1	106	1	8	-6	-2	0.46	-3	1.2	5	92
CCC(C)N1C(=O)CCC1C(=O)N1CCN(c2ccc(F)cc2)CC1 (configuration not stated)	92	1	0	13	16	.	-4	1.1	-13	100
Cn1c2ccccc2n2c(=O)c(=O)n(CC(=O)c3ccc(Cl)cc3)nc12	104	1	3	11	-8	0.31	-4	1.2	-11	100
c1ccc(-c2ccc(-c3nc(-c4cccnc4)no3)cc2)cc1	98	0.5	-39	-136	8	.	48	5.3*	136*	137*
CC(=O)Nc1ccc(OCc2nnc(-c3ccc(Cl)cc3)o2)cc1	91	1	-4	-17	11	0.5	4	1.3	17	104
CCOc1cc(S(=O)(=O)NCc2ccccn2)ccc1Cl	90	1	4	0	14	-0.71	-2	1.3	.	97

Compound profiles (already shown). Order of values: STAT3 act, FLuc act counter, STAT1 blocker, APP transl inh, STAT3 inh, ROMK primary, FLuc inh counter, NF-kB neuron act, APP 5'UTR act, STAT1 activator
`Cc1nc2ccc(NS(=O)(=O)c3c(C)c(C)cc(C)c3C)cc2s1` in the list: 86, 1, 7, -16, 17, 1.6, -2, 0.88, 16, 94
`COC(=O)CSc1ccsc1C(=O)O` in the list: 96, 0.9, -6, -2, 8, ., 7, 1.1, 2, 105

Continuation.
SMILES	STAT3 act	FLuc act counter	STAT1 blocker	APP transl inh	STAT3 inh	ROMK primary	FLuc inh counter	NF-kB neuron act	APP 5'UTR act	STAT1 activator
CCC(=O)Nc1nc2nc(C)cc(=O)n2[nH]1	100	1	-2	-8	9	.	4	0.94	8	99
Cc1cc(C#N)c2ccccc2n1	102	1	-1	.	4	.	-1	1.3	.	101
Cc1ccccc1C(=O)N/C(=C/c1ccc(-c2cccnc2Cl)o1)C(=O)NCCCN1CCN(C)CC1	98	1.1	-1	4	7	.	-6	0.99	-4	101
CC1=C(C(=O)OCC2CCCO2)C(c2ccsc2)C2=C(CC(C)(C)CC2=O)N1 (configuration not stated)	108	1.1	7	-23	-2	0.059	-6	1	23	93
c1ccc(Nc2nc(N3CCCC3)nc(N3CCCC3)n2)cc1	92	1	6	-2	11	.	-4	0.96	2	94
O=C(CCN1CCN(C/C=C/c2ccccc2)CC1)Nc1cccc(F)c1	90	1.1	10	-18	20	-1.2	-6	1	18	91
CCCn1c(N/N=C(C)\C=C\c2ccccc2)nc2c1c(=O)[nH]c(=O)n2C	95	1	-2	0	8	-0.011	-3	1	0	99
Cn1c(=O)c2c(nc(CN3CCc4ccccc4C3)n2Cc2ccc(F)cc2)n(C)c1=O	110	.	8	-11	-8	.	.	.	11	99
COc1ccc2cc(C(N)=O)c(=Nc3ccccc3)oc2c1	100	1	-60	-137	7	0.81	-4	2	137*	152*
Cc1ccccc1NC(=O)N1CCC(C(=O)c2ccc(F)cc2)CC1	98	1	8	-15	4	.	-3	0.96	15	91
COc1ccc(S(=O)(=O)N2CCOCC2)cc1NC(=O)Cc1ccccc1Cl	94	1	16	12	14	1.3	1	1.1	-12	85
O=C(CSc1nnc(SCC(=O)NCc2ccc3c(c2)OCO3)s1)NCc1ccc2c(c1)OCO2	96	1	4	-7	10	0.083	-1	1.1	7	96
COc1ccc(/C=C/C=C2\N=C(SC)SC2=O)cc1	101	0.8	-2	0	4	-0.88	20	1.3	-1	101
CCc1ccc(NC(=O)N2CCN(c3ccc(F)cc3)CC2)cc1	88	1	16	-16	19	0.021	0	1.1	16	84
N#Cc1c(NC(=O)c2cnn3cccnc23)sc2c1CCCC2	94	0.9	-21	-78	10	-0.52	15	1.1	78	117
Cc1ccc2cc(C#N)c(NCCNC(=S)NCCCN3CCOCC3)nc2c1	95	1.1	-2	-19	11	-0.11	-8	0.82	19	102
COc1ccccc1-n1cnc2c(c1=O)c1nc3ccccc3nc1n2-c1ccc(C)c(C)c1	82	1.1	-3	-5	24	.	-11	1.1	5	103
O=C(CCCN1C(=O)/C(=C/c2cccs2)SC1=S)Nc1cccnc1	99	1.1	3	-25	7	-0.62	-6	1.2	25	97
CCOC(=O)N1CCN(C(=O)c2ccccc2NC(C)=O)CC1	101	1	0	-30	0	1.8	3	1.2	30	99
COc1ccc(N/N=C(/C(N)=O)C2=NC(C)(C)Cc3ccccc32)cc1	89	1	1	21	16	-1.9	0	0.49	-21	99
CCCCCCNC(=O)c1c(O)c2ccccc2[nH]c1=O	89	1	0	-25	16	.	0	1.4	25	100
C=CCN1C2CCCC1CC(NC(=O)Nc1cccc(C(C)=O)c1)C2 (configuration not stated)	106	1	-12	-12	-5	-1.7	-1	1.2	12	110
COc1ccc(CCN2CC(O)=C(c3nc4ccccc4c(=O)[nH]3)C2=N)cc1OC	87	1	-2	6	17	-0.29	0	1	-6	107
CC1=C(C)C(=O)OC(C(C)C2CCC3C4CC=C5CC(OC6OC(COC7OC(CO)C(O)C(O)C7O)C(O)C(O)C6O)CC(O)C5(C)C4CCC23C)C1 (configuration not stated)	.	1.1	-3	-8	.	.	-6	0.8	7	101
Cc1ccc(/C=C2\SC(=S)N(CC(=O)Nc3ncc(Cc4ccccc4Cl)s3)C2=O)cc1	104	1	-1	-7	0	.	-2	1.1	7	101
Remaining list, next part.
SMILES	STAT3 act	FLuc act counter	STAT1 blocker	APP transl inh	STAT3 inh	ROMK primary	FLuc inh counter	NF-kB neuron act	APP 5'UTR act	STAT1 activator
Cc1ccc(N2C(=O)CS(=O)(=O)CC2=O)cc1	105	1.1	-8	-2	-1	0.26	-6	1.1	2	106
COc1ccc(C(=O)N2CCCC2)cc1S(=O)(=O)N1CCOCC1	105	1	-1	19	-2	.	3	1.1	-19	103
O=C(COc1ccccc1[N+](=O)[O-])N/N=C/c1cccc(OC(=O)c2ccc3c(c2)OCO3)c1	92	1	-45	-48	8	.	-2	2.5	48	141*
Cc1cc(C(=O)Nc2cccc(C(=O)O)c2)c(C)o1	113	0.9	10	-12	-17	0.68	6	1.2	12	91
Cc1cc(C)n2nc(S(=O)(=O)NC3CCCCC3)nc2n1	96	1	-7	-14	10	.	-2	1.1	14	106
Cc1cc(C(=O)COC(=O)CNC(=O)c2ccc(F)cc2)c(C)n1Cc1ccco1	100	0.9	-28	-26	0	.	10	0.29	26	125
CCOC(=O)Cn1nnnc1C(CC)N(Cc1ccccc1)Cc1cc2cc(C)ccc2[nH]c1=O (configuration not stated)	106	1.1	-7	0	-3	-0.26	-6	2.1	0	106
Cc1nc(NC(=O)c2cccc(Cl)c2)sc1-c1csc(Nc2cccc(Cl)c2)n1	117	1.1	-3	-29	-11	0.54	-6	1.6	29	103
C=CCn1c(=N)n(CC(=O)c2ccc(Br)s2)c2ccccc21	109	1	7	13	-8	.	-3	0.89	-13	93
O=C(O)c1ccccc1C(=O)NCC(O)COCC1CC=CCC1 (configuration not stated)	104	1.1	5	-4	-2	0.2	-6	1.1	4	95
CCN(CC)CCNc1nc(-c2ccco2)c2c(c1C#N)CC(C)(C)OC2	114	1.1	-4	-2	-12	0.055	-7	1.4	2	104
O=C(COC(=O)c1ccc(Cl)c(S(=O)(=O)N2CCN(c3ccc(F)cc3)CC2)c1)Nc1cccc(Cl)c1	108	1.1	-8	-15	-8	-0.2	-8	1.1	15	107
COc1cc(OC)cc(C(=O)NCc2nc(-c3ccccc3)no2)c1	104	1	2	13	-4	.	-3	0.82	-13	98
Nc1nsc2ccccc12	105	1	16	43	3	-1.9	-4	1.1	-43	85
CNC(=O)c1c(NC(=O)c2ccc(N3C(=O)CCC3=O)cc2)sc2c1CCCC2	.	1	0	8	.	.	-2	0.94	-8	99
O=C(NC(=S)N1CCCCC1)c1cccs1	100	1	-11	-2	-3	0.9	-1	1	2	110
COc1ccccc1-c1nnc(NC(=O)c2ccc3c(c2)OCO3)s1	116	1	4	46*	-8	0.016	1	1	-46	96
CCN(CC)S(=O)(=O)c1ccc(F)c(C(=O)NCCC(C)C)c1	100	1	5	-7	1	.	0	1.1	7	95
COc1ccccc1N1CCN(C(=O)c2ccc(CN3CCc4ccccc4C3)cc2)CC1	104	1.1	0	-5	-1	0.42	-9	0.85	5	100
CC1CSc2nnc(CCc3ccccc3)n21 (configuration not stated)	101	1.1	-9	-1	8	.	-5	0.97	1	108
Cc1cccc(C)c1NC(=O)Nc1ccccc1-n1ccnc1	102	1	-3	0	4	-0.59	1	1.1	-1	101
Cc1ccc(NC(=O)CSc2nc(NS(=O)(=O)c3ccccc3)cc(=O)[nH]2)cc1	102	1.1	7	3	4	-0.0086	-6	1.2	-3	93
O=C(O)CSc1nnc(C2COc3ccccc3O2)n1-c1ccccc1 (configuration not stated)	94	1	4	11	12	.	-2	1.3	-11	96

Compound activity: PubChem BioAssay, several laboratories
